Compound activity as filed in PubChem.
TCR CD3 inh – blocks the human TCR-CD3 interaction; TAMRA-labeled TCR probe fluorescence, biochemical; actives 0.37% (n = 360,000); inhibition, % at 9.4 µM; in the data active = inhibition above about 19%;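 note: recombinant mutant TCR 2C K166C tagged with TAMRA read by polarization; 0% = receptor in buffer alone and 100% = receptor with positive control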
SIAE inh – inhibitors of human sialic acid acetylesterase SIAE. Q9HAT2. SIAE FP-Rh probe binding, fluorescence polarization. inhibition, % at 9.66 µM. actives 0.69% (n = 370,000);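 active = inhibition above a cutoff: mean of compounds within the control limits plus 3 SD of those, cut at about 17% in these data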;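 note: 0% = plate median of compound wells and 100% = probe without SIAE protein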
LEDGF integ inh – blocks HIV-1 LEDGF/p75-dependent DNA integration. TR-FRET IN-LEDGF/p75 DNA integration, Eu/Cy5. inhibition, % at 3.7 µM. actives 0.64% (n = 370,000);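 active = inhibition above the screen-wide mean plus 3 SD, cut at about 13% in these data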;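 note: signal is the Cy5 over europium emission ratio at 671 and 618 nm; 0% = plate median of compound wells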
PRMT1 inh – PRMT1 (human) inhibition, primary screen | inhibition, % at 2.79 µM | AID 652257 | recombinant PRMT1, activity-based probe fluorescence polarization | actives 1.3% (n = 370,000) | Q99873;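 active = inhibition above about 21% made by adding two undisclosed values, limit read from the data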
PG9 Ab binder – small molecules binding HIV-1 gp120 antibody PG9; TR-FRET gp120-PG9 antibody binding; inhibition, % at 6.7 µM; actives 0.43% (n = 360,000); AID 624416; in the data active = inhibition above about 8.5%
UHRF1 MBD2 ctr – UHRF1 methyl-DNA binding inhibition; inhibition, % at 4.4 µM; actives 0.75% (n = 370,000); UHRF1 binding to methylated oligo, TR-FRET; Q96T88; in the data active = inhibition above about 21%;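 note: UHRF1 SRA domain binding a hemimethylated CpG hairpin DNA probe; 0% = median of test compound wells and 100% = reference inhibitor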
Target sequence (Q96T88 whole entry, looked up, the tested form may be a part): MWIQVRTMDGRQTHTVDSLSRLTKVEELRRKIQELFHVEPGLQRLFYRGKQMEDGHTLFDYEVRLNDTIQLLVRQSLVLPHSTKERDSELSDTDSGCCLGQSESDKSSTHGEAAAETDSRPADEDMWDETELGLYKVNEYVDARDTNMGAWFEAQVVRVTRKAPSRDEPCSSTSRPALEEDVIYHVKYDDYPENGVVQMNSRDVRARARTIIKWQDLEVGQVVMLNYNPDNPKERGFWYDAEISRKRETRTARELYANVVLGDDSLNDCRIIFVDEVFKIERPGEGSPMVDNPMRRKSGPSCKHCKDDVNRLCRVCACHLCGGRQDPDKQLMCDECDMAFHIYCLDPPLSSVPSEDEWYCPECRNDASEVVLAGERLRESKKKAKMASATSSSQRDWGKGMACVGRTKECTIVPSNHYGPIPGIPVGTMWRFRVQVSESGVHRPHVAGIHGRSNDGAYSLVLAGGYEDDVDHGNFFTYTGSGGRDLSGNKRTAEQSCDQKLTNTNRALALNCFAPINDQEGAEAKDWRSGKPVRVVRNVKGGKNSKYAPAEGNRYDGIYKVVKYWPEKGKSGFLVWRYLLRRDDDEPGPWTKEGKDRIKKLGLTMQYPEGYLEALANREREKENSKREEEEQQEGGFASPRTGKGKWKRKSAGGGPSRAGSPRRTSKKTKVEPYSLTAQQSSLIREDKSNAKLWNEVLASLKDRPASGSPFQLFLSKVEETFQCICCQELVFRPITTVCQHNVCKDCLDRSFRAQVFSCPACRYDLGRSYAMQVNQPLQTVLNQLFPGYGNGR
Tn7 DDE FP – DD(E)-Tn7 binding inhibition, primary FP screen; inhibition, % at 8.3 µM; P02675; FP displacement of FITC-Tn7 peptide from fibrin DD(E); 0% = median of compound wells per plate; actives 0.13% (n = 370,000);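 active = inhibition above the mean of compounds falling within the control limits plus 3 SD of them, cut at about 14% in these data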;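 note: 0% = plate median of compound wells and 100% = 10 µM Aha-Tn7 peptide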
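Assay system: Fibrin-DD(E) protein isolated from polymerized human fibrin clots; read-out basis: percent inhibition; medium: Tris/NaCl/CaCl2 buffer, pH 7.8; signal: FP measurement; incubation: 10 min plus 3 h, room temperature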
TDP2 absorb – blocks human TDP2 phosphodiesterase activity. O95551. recombinant TDP2, T5PNP hydrolysis, p-nitrophenol absorbance 415 nm. inhibition, % at 12.8 µM. actives 0.34% (n = 370,000). AID 720702;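 active = inhibition above the mean of all tested compounds plus 3 SD, set per campaign, cut at about 25% in these data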;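 note: 0% = DMSO with enzyme and 100% = buffer with substrate but no TDP2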
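Test system: human TDP2 enzyme; Input: 120 nM TDP2 per well; Buffer or medium: Mg2+-containing Tris-HCl buffer, pH 7.5; Reagent: 5 mM T5PNP; Dosing: 12.8 µM single point, 1% DMSO; Incubation: reaction 2 h, 37 °C; Detection: p-Nitrophenol epi absorbance; Read-out: % inhibition relative to enzyme-containing and enzyme-free wells; Replicates: single well per compound.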
HTRA1 inh – inhibitors of human serine peptidase HTRA1; AID 504803; inhibition, % at 5.96 µM; Q92743; recombinant HTRA1, FP-rhodamine activity-based probe, fluorescence polarization; actives 0.5% (n = 340,000); in the data active = inhibition above about 36%;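 note: 0% = enzyme with DMSO and 100% = wells lacking enzyme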
mABHD4 FP – inhibitors of mouse ABHD4 | Q8VD66 | purified mABHD4, FP-Rh probe fluorescence polarization | inhibition, % at 8.92 µM | actives 0.54% (n = 370,000);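 active = inhibition exceeding the mean over every tested compound plus 3 SD, cut at about 30% in these data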;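 note: 0% = plate median of compound wells and 100% = S159A mutant with DMSO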
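Assay system: mouse ABHD4 enzyme, wild type / Also added: fluorescent activity-based probe FP-Rh / Doses: single nominal dose of 8.92 µM, 0.89% DMSO final / Timing: 45 min compound pre-incubation plus 60 min probe step, 25 °C / Signal: FP readout, ex 525 nm / em 598 nm / Control set: S159A mutant/DMSO as 100%, compound-well median as 0%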
Starred values were filed as active, the others as inactive; · = not tested or not shown.

Keys – A = TCR CD3 inh; B = SIAE inh; C = LEDGF integ inh; D = PRMT1 inh; E = PG9 Ab binder; F = UHRF1 MBD2 ctr; G = Tn7 DDE FP; H = TDP2 absorb; I = HTRA1 inh; J = mABHD4 FP
1: Cc1cccc2sc(NC(=O)c3cccc(S(=O)(=O)N4CCc5ccccc54)c3)nc12
  A: -1; B: 1; C: 1; D: -5; E: -0.1; F: -5; G: 7; H: 2; I: 0; J: 0

2: Cc1ccccc1-n1c(SCC(=O)N/N=C/c2sccc2C)nc2ccccc2c1=O
  A: 8; B: -2; C: -2; D: 0; E: 0.7; F: 0; G: 1; H: 6; I: -8; J: 3

3: CC(C)Cn1c(N)c(C(=O)COC(=O)c2cc3ccccc3cc2O)c(=O)n(C)c1=O
  A: -2; B: -33; C: -3; D: 8; E: -0.6; F: 2; G: 0; H: -6; I: -47; J: -13

4: CC(=O)N1C[C@H]2CON(C)[C@H]2C[C@H]1c1cccc(-c2ccccc2C)c1
  A: 7; B: 5; C: 0; D: 1; E: -0.2; F: -2; G: -3; H: 1; I: 3; J: 1

5: CCc1sc(C(=O)NNC(=O)c2cncc(Br)c2)cc1C
  A: 7; B: 6; C: 1; D: -2; E: -0.6; F: -2; G: 1; H: -7; I: 11; J: 0

6: C=CCc1cccc(CNc2ccc(Br)cc2)c1O
  A: -6; B: 5; C: 1; D: -1; E: 0.7; F: -3; G: 1; H: 5; I: -10; J: -14

7: CC(Oc1ccc(F)cc1)C(=O)Nc1ccccc1C(=O)NC1CC1 (stereo not given)
  A: 0; B: 4; C: 4; D: -3; E: -1.1; F: -1; G: 1; H: 20; I: -1; J: -1

8: COc1ccc(NC(=O)c2c(N)cnn2C)cc1
  A: 1; B: 5; C: -2; D: -3; E: -1.3; F: -1; G: -10; H: -2; I: 4; J: -5

9: CC(=O)N1CC(=O)N(Cc2ccccc2)/C(=C/c2ccccc2)C1=O
  A: 5; B: 0; C: -2; D: -1; E: -2.4; F: 1; G: 0; H: 1; I: 3; J: -11

10: CN(C(=O)c1ccc(S(=O)(=O)N2CCOCC2)cc1)C1CCS(=O)(=O)C1 (stereo not given)
  A: 0; B: 7; C: 0; D: 3; E: 0.3; F: 0; G: -1; H: 3; I: 6; J: 0

11: S=C(Nc1ccc2nsnc2c1)N1CCCC1
  A: 2; B: 6; C: 32*; D: 14; E: -9.7; F: 6; G: 6; H: 67*; I: 4; J: 0

12: COc1ccc(CCNc2nc(-c3ccccn3)cs2)cc1OC
  A: -2; B: 4; C: -3; D: -2; E: -0.8; F: -1; G: 1; H: -13; I: 13; J: 4

13: CCCC(=O)NC(=S)Nc1ccccc1F
  A: 5; B: -1; C: 0; D: -1; E: -1.5; F: 1; G: 2; H: 9; I: -4; J: -6

14: CCOC(=O)c1[nH]c2ccc(OCC)cc2c1NC(=O)CN1CCCC(C)C1 (stereo not given)
  A: 5; B: 6; C: 2; D: -1; E: -3.1; F: 0; G: -1; H: -4; I: -7; J: -4

15: CC1CCCC(C)N1C(=O)COC(=O)c1ccco1 (stereo not given)
  A: -7; B: -4; C: 5; D: -4; E: -3.2; F: 3; G: 0; H: -23; I: 4; J: -3

16: CC(=O)CSc1nc2ccc(Nc3nc(N4CCOCC4)nc(N4CCOCC4)n3)cc2s1
  A: -1; B: 5; C: -2; D: 2; E: -3.1; F: -1; G: 3; H: 7; I: -13; J: -2

17: Cc1cc(C)n2nc(SCC(=O)N(C)C)nc2n1
  A: 7; B: -2; C: 0; D: -3; E: -0.9; F: -2; G: -2; H: 4; I: 4; J: -4

18: CCOc1cc(/C=N/NC(=O)c2cccnc2)ccc1OCC(N)=O
  A: 2; B: -3; C: 4; D: 1; E: 0.2; F: -1; G: -3; H: 9; I: -4; J: -2

19: O=C(CSc1nc(O)cc(=O)n1-c1ccccc1)Nc1ccc(Br)cn1
  A: -5; B: -17; C: -4; D: 17; E: -0.7; F: 5; G: -9; H: -5; I: -16; J: -2

20: CC1(C)NC(=O)N(CC(=O)OCC(=O)Nc2cccc(F)c2)C1=O
  A: 7; B: 1; C: -1; D: 1; E: -0.6; F: 1; G: -7; H: -4; I: 4; J: 10

Taken from above:
mABHD4 FP, `COc1ccc(CCNc2nc(-c3ccccn3)cs2)cc1OC` stands at 4
UHRF1 MBD2 ctr, `O=C(CSc1nc(O)cc(=O)n1-c1ccccc1)Nc1ccc(Br)cn1` stands at 5
PRMT1 inh, `S=C(Nc1ccc2nsnc2c1)N1CCCC1` stands at 14
Tn7 DDE FP, `Cc1cc(C)n2nc(SCC(=O)N(C)C)nc2n1` stands at -2

For convenience, part of the list above:
Keys – A = TCR CD3 inh; B = SIAE inh; C = LEDGF integ inh; D = PRMT1 inh; E = PG9 Ab binder; F = UHRF1 MBD2 ctr; G = Tn7 DDE FP; H = TDP2 absorb; I = HTRA1 inh; J = mABHD4 FP
17: Cc1cc(C)n2nc(SCC(=O)N(C)C)nc2n1
  A: 7; B: -2; C: 0; D: -3; E: -0.9; F: -2; G: -2; H: 4; I: 4; J: -4

18: CCOc1cc(/C=N/NC(=O)c2cccnc2)ccc1OCC(N)=O
  A: 2; B: -3; C: 4; D: 1; E: 0.2; F: -1; G: -3; H: 9; I: -4; J: -2

(next part)
Keys – A = TCR CD3 inh; B = SIAE inh; C = LEDGF integ inh; D = PRMT1 inh; E = PG9 Ab binder; F = UHRF1 MBD2 ctr; G = Tn7 DDE FP; H = TDP2 absorb; I = HTRA1 inh; J = mABHD4 FP
21: C/C=C(\C)C(=O)O[C@@H]([C@H](O)c1cc2ccc(=O)oc2cc1OC)C(C)(C)O
  A: -3; B: 2; C: -1; D: -1; E: 0.6; F: 1; G: 2; H: -5; I: 0; J: -1

22: C=CCn1c(SCC(=O)NC2CC2)nc2ccccc2c1=O
  A: -2; B: 10; C: -3; D: 1; E: -1.1; F: -1; G: -3; H: 8; I: 9; J: 3

23: COc1ccc2[nH]c(=O)c(CN(CC3CCCO3)S(=O)(=O)c3ccccc3F)cc2c1 (stereo not given)
  A: 1; B: -2; C: -3; D: 2; E: 0.5; F: 0; G: 6; H: 9; I: -3; J: 2

24: COc1ccc(OC)c(NC(=O)C(C)SCc2nc3sc(C)c(C)c3c(=O)[nH]2)c1 (stereo not given)
  A: 1; B: 8; C: 2; D: -4; E: -0.5; F: 2; G: 2; H: 10; I: 0; J: -3

25: CC(=O)n1c2c(c3ccccc31)OC(N)=C(C#N)C2c1cccc(Cl)c1Cl (stereo not given)
  A: -3; B: 3; C: 2; D: 1; E: 0.6; F: -3; G: 2; H: 7; I: -5; J: 4

26: CCC1CCCCN1CCCNC(=O)c1c(O)nc2c(C)cccn2c1=O (stereo not given)
  A: -6; B: 5; C: -5; D: 3; E: 0.3; F: 1; G: -1; H: 1; I: 0; J: 6

27: Cc1c(C)n2c(SCC(=O)NC3CCCCC3)nnc2[nH]c1=O
  A: -4; B: -2; C: -1; D: 3; E: 0.9; F: 0; G: 2; H: -6; I: 6; J: 31*

28: COC(=O)C(C)Oc1cc(C)ccc1COc1ccc(-n2nc(C)n(C(F)F)c2=O)cc1 (stereo not given)
  A: 3; B: -1; C: 0; D: -1; E: -2.1; F: -1; G: 4; H: 12; I: -26; J: -3

29: CC1(C(=O)N2CCCCC2)CCN1C(=O)Cc1ccc(-c2ccccc2)cc1 (stereo not given)
  A: -4; B: -1; C: -5; D: 1; E: 0.2; F: 0; G: -4; H: -6; I: ·; J: 2

30: c1ccc2c(c1)CCc1snnc1-2
  A: -11; B: 7; C: -4; D: 3; E: -2.4; F: 1; G: -2; H: 3; I: 3; J: 15

31: CCn1c(COc2ccc(Cl)cc2)nnc1SCc1nc2ccccc2[nH]1
  A: 6; B: 6; C: 1; D: -2; E: -3.5; F: -2; G: 0; H: -4; I: -10; J: 1

32: COCCNC(=O)c1ccccc1NC(=O)Cc1ccccc1[N+](=O)[O-]
  A: 1; B: -7; C: -1; D: 2; E: -1.5; F: -2; G: 3; H: 12; I: -3; J: 0

33: O=C(CCN1C(=O)C2C3CCC(C3)C2C1=O)Nc1cccc(Cl)c1 (stereo not given)
  A: -4; B: -4; C: -7; D: 2; E: 0.1; F: 3; G: 0; H: 1; I: 5; J: 11

34: O=C(NCCS(=O)(=O)c1ccc(Br)cc1)c1ccccc1Cl
  A: 5; B: -1; C: 2; D: 2; E: -0.4; F: -3; G: 4; H: 11; I: 5; J: -2

35: Cc1csc(NC(=O)CSc2nnc(-c3ccoc3C)n2C(C)c2ccccc2)n1 (stereo not given)
  A: -5; B: 9; C: -4; D: 2; E: -1.1; F: 1; G: 4; H: 11; I: -13; J: -4

36: COc1ccc(C(CNC(=O)c2cccc(S(=O)(=O)NCc3ccccc3)c2)N2CCOCC2)cc1 (stereo not given)
  A: -9; B: -3; C: -9; D: 0; E: 0.8; F: 0; G: 7; H: -15; I: 7; J: -9

37: CCOCCCn1c(-c2ccc(Cl)cc2)n[nH]c1=S
  A: -3; B: 2; C: -2; D: 5; E: 0.9; F: 2; G: -3; H: -3; I: -5; J: 9

38: COc1ccc(Cl)cc1NC(=O)[C@@H]1CCCN1C(=O)c1cccs1
  A: 4; B: 6; C: 0; D: -1; E: -1.7; F: -2; G: 2; H: 1; I: -2; J: 6

39: CC1CC(=O)N(CC(=O)NCc2ccc3c(c2)OCO3)c2ccccc2S1 (stereo not given)
  A: -2; B: -6; C: 0; D: 2; E: 1.5; F: 1; G: 5; H: 2; I: -3; J: 0

40: O=C(NCc1ccccc1F)c1ccc(S(=O)(=O)N2CCCC2)cc1
  A: -5; B: 3; C: -1; D: -1; E: -0.1; F: 2; G: 1; H: 7; I: -1; J: 2

41: O=C(N1CCN(c2ccccc2)CC1)C(F)(F)C(F)(F)F
  A: 2; B: 0; C: 3; D: 0; E: -3.5; F: 7; G: 1; H: 1; I: 5; J: -1

42: Cc1cc(S(=O)(=O)N2CCOCC2)ccc1OCC(=O)Nc1cccc(F)c1
  A: 1; B: -1; C: 2; D: -1; E: -0.3; F: 0; G: -2; H: 4; I: 0; J: -5

43: Cc1ccc(NC(=O)C(C)OC(=O)c2cc(=O)[nH]c3ccccc23)cc1S(=O)(=O)N1CCOCC1 (stereo not given)
  A: 5; B: -6; C: 0; D: -1; E: -1.5; F: -2; G: 6; H: 7; I: -30; J: -16

44: O=C(O)c1ccc2c(c1)C(=O)N(CCC1=CCCCC1)C2=O
  A: -8; B: -3; C: -1; D: -2; E: 0.1; F: 2; G: 7; H: 6; I: -3; J: 7
